MC4R antagonist – human MC4R antagonism in cAMP assay | AID 540295 | MC4R-expressing cells, MTII-stimulated cAMP, LANCE TR-FRET | hit rate 0.48% among 360,000 | inhibition, % at 6.5 µM;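 active = inhibition above its plate's cutoff, the mean of tested wells on that plate plus 3 SD, cut at about 29% in these data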;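 note: 0% = Melanotan II alone and 100% = Melanotan II plus saturating MCL0020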
Target sequence (P32245 whole entry, looked up): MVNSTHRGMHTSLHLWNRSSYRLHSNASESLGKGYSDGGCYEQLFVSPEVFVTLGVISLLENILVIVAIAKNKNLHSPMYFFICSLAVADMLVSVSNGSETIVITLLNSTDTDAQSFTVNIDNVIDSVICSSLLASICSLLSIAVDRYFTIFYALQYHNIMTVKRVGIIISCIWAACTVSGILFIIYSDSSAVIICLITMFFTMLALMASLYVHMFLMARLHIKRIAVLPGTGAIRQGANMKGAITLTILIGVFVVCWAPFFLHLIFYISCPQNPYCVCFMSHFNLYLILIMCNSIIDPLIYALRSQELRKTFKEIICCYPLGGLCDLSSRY
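Material – human MC4R-expressing U2OS cells · Repeats – no replicates · Detection – TR-FRET with Eu-cAMP and labeled anti-cAMP, 671 nm · Times – compound 30 min, challenge 1 h, detection 1 h · Compound – single nominal compound dose of 6.5 µM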
NR5A2 inv ag – NR5A2 inverse agonism in reporter assay | O00482 | HEK293T StAR-luciferase reporter, LRH-1 transfected, 24 h | inhibition, % at 3.6 µM | hit rate 0.13% among 360,000 | AID 602396;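 active = inhibition above the mean inhibition of all tested compounds plus 3 SD, cut at about 73% in these data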;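 note: 0% = DMSO wells and 100% = reporter-only cells lacking LRH-1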
Target sequence (O00482 whole entry, looked up): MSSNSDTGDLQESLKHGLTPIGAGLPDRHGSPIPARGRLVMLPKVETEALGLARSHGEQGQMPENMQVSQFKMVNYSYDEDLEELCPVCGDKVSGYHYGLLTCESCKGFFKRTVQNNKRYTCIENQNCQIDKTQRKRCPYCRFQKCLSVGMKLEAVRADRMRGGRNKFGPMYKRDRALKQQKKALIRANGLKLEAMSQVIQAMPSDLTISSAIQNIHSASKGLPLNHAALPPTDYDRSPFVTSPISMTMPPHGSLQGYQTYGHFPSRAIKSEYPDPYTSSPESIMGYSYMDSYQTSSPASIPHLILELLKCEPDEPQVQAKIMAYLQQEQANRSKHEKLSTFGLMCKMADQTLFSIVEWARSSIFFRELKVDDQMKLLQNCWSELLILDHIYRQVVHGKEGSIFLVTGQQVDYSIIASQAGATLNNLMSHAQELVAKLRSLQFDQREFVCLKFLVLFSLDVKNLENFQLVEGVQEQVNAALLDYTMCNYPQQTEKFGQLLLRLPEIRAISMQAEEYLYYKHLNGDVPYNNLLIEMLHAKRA
SRC1 inh – human NCOA1 inhibition; inhibition, % at 3.6 µM; Q15788; hit rate 0.12% among 360,000; AID 588354; HEK293 GAL4-SRC1 luciferase reporter, luminescence;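 active = inhibition above the campaign mean plus 3 SD, with each screening campaign given its own cutoff, cut at about 60% in these data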;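 note: 0% = DMSO treated cells and 100% = gossypol at 36 µM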
TLR9-MyD88 inh – TLR9-MyD88 interaction inhibition. Q9NR96+Q99836. CHO BLA complementation TLR9-MyD88, CCF4 FRET ratio. inhibition, % at 4.98 µM. hit rate 0.21% among 340,000. AID 504734;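 active = inhibition above the mean over all tested compounds plus 3 SD, cut at about 21% in these data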;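 note: 0% = DMSO only wells and 100% = clavulanate BLA inhibitor control wells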
ABHD5 PLIN5 PPI – inhibitors of human ABHD5-perilipin-5 interaction. Q00G26+Q8WTS1. AID 602281. hit rate 0.78% among 360,000. inhibition, % at 4 µM. Split G. princeps luciferase complementation, luminescence, 4 h;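 active = inhibition above the mean inhibition across every tested compound plus 3 SD, cut at about 22% in these data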;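 note: 0% = DMSO only wells and the 100% control is not disclosed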
NOD2-RIPK2 inh – NOD2-RIPK2 protein interaction inhibition; O43353; CHO BLA complementation NOD2-RIPK2, CCF4 ratio; inhibition, % at 4.98 µM; hit rate 0.38% among 360,000; in the data active = inhibition above about 21%;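 note: 0% = vehicle only and 100% = reference blocker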
NR2F2 inh – NR2F2 (human) inhibition, primary screen. P24468. HEK293T NGFI-A luciferase reporter, luminescence. inhibition, % at 8.6 µM. hit rate 0.7% among 370,000;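 active = inhibition above a per-plate cutoff, mean inhibition of test wells between control levels plus 3 SD, cut at about 38% in these data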;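 note: cells cotransfected with COUP-TFII expression vector driving the NGFI-A reporter; 0% = median of COUP-TF2 test wells and 100% = reporter-only cells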
NCOA3 inh – inhibits human SRC3 coactivator | hit rate 0.17% among 360,000 | AID 588352 | HEK293 GAL4-SRC3 luciferase reporter, luminescence | inhibition, % at 3.6 µM;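 active = inhibition above a per-campaign cutoff, the mean of all compounds plus 3 SD, cut at about 60% in these data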;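 note: 0% = DMSO-treated cells and 100% = gossypol-treated cells at 36 µM; higher means less SRC3-driven luciferase light from the GAL4 reporter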
MC4R barr agon – human MC4R agonism via beta-arrestin; P32245; U2OS MC4R beta-arrestin complementation, luminescence; percent of melanotan II response, DMSO zero; activation, % at 8.9 µM; hit rate 0.98% among 360,000; AID 540308;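 active = activation above a per-plate cutoff, the mean activation of sample wells on that plate plus 3 SD, cut at about 8% in these data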
NCOA2 inhibitor – inhibits human steroid receptor coactivator 2; inhibition, % at 9 µM; HEK293 GAL4-SRC2 luciferase reporter, luminescence; hit rate 0.17% among 370,000; Q15596;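 active = inhibition above the mean inhibition of all tested compounds plus 3 SD, set per campaign, cut at about 52% in these data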;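 note: 0% = DMSO treated cells and 100% = cells given Gossypol at 36 µM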
LMP1 NFkB inh – reduces LMP1-driven NF-kappaB luciferase signal; LMP1-induced NF-kappaB luciferase reporter cells, luminescence; inhibition, % at 12.5 µM; hit rate 0.69% among 350,000; AID 504558; in the data active = inhibition above about 41%;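 note: 0% = neutral control wells and 100% = reference inhibitor control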
An asterisk follows results filed as active; x = no result given. The list is partial; rates above refer to the full screens.

1. COc1ccc(CCNC(=O)c2ccc(NC(=O)CC3SC(N4CCCC4)=NC3=O)cc2)cc1OC (stereo unspecified)
2. Cc1cccc(-n2ccc(=O)c(C(=O)Nc3ccc(S(=O)(=O)Nc4onc(C)c4C)cc3)n2)c1
3. CCN(Cc1cnn(C)c1)C(=O)C1CCC(=O)N(CCc2ccc(OC)cc2)C1 (stereo unspecified)
4. CC(C(=O)N1CCc2ccccc21)N(C)CC(=O)Nc1ccccc1Cl (stereo unspecified)
5. CC(=O)Oc1ccc(C(=O)Nc2cccc3c2CCCC3)cc1
6. Cc1nn(S(=O)(=O)N(C)C)c(C)c1CN1C(=O)c2ccccc2C1=O
7. CCOC(=O)N1CCN(C(=O)/C(=C/c2ccc(N(C)C)cc2)NC(=O)c2ccccc2)CC1
8. CNC(=O)c1c(NC(=O)CS(=O)(=O)c2ccccc2)sc(C)c1C
screen / no.,1,2,3,4,5,6,7,8
MC4R antagonist,5,5,2,11,4,0,4,-5
NR5A2 inv ag,4,-19,-8,-5,18,-4,0,-5
SRC1 inh,-7,0,-37,-17,23,2,0,2
TLR9-MyD88 inh,8,-10,-6,2,-1,-4,2,-7
ABHD5 PLIN5 PPI,1,-2,10,0,8,-3,-4,2
NOD2-RIPK2 inh,-13,5,-4,-1,1,-3,-9,6
NR2F2 inh,-11,-11,12,2,-6,0,15,-7
NCOA3 inh,11,1,-6,16,13,6,-2,-12
MC4R barr agon,-0.4,-0.8,-1.4,-0.3,1.3,-1.9,-4.1,-3.1
NCOA2 inhibitor,-11,10,-22,-12,-19,-3,-11,0
LMP1 NFkB inh,-5,-2,5,-15,6,-5,-19,4

9. COc1cccc(NC(=O)CCN2CCOCC2)c1
10. COc1ccc(NC(=O)c2cccc(OC(=S)N3CCOCC3)c2)cc1
11. CCOc1ccc(CCNC(=O)CSCC(=O)Nc2ccc(OC)cc2)cc1OCC
12. CC(C)(C)C(=O)Nc1ccc(C(=O)COC(=O)C2CC2)cc1
13. NS(=O)(=O)c1cccc(NC(=O)CSc2nc3ccccc3[nH]2)c1
14. CCN(CC1CCCN(CCc2cccc(F)c2)C1)C(=O)c1ccoc1C (stereo unspecified)
15. O=C(Nc1ccncc1)c1ccc(-c2ccccc2)cc1
16. CCOc1ccc(OCC)c(S(=O)(=O)NNC(=O)c2c(C)nc3ccccn23)c1
screen / no.,9,10,11,12,13,14,15,16
MC4R antagonist,8,1,3,6,10,18,8,1
NR5A2 inv ag,-8,11,-4,-24,-6,1,-8,-10
SRC1 inh,6,24,-5,-24,0,9,-31,11
TLR9-MyD88 inh,-5,0,-2,2,-2,0,-14,9
ABHD5 PLIN5 PPI,2,12,5,6,-1,0,7,9
NOD2-RIPK2 inh,-3,-22,1,6,-8,0,0,-4
NR2F2 inh,-3,14,-7,-22,16,9,62*,-33
NCOA3 inh,-1,20,-10,-13,7,7,8,-15
MC4R barr agon,0.5,2.0,-1.5,2.9,-0.1,3.9,-2.3,-0.6
NCOA2 inhibitor,8,10,10,-46,-15,-21,-35,14
LMP1 NFkB inh,10,-24,5,-20,5,6,-14,4

Random excerpt: 3 entries already listed.
11. CCOc1ccc(CCNC(=O)CSCC(=O)Nc2ccc(OC)cc2)cc1OCC
10. COc1ccc(NC(=O)c2cccc(OC(=S)N3CCOCC3)c2)cc1
9. COc1cccc(NC(=O)CCN2CCOCC2)c1
screen / no.,11,10,9
MC4R antagonist,3,1,8
NR5A2 inv ag,-4,11,-8
SRC1 inh,-5,24,6
TLR9-MyD88 inh,-2,0,-5
ABHD5 PLIN5 PPI,5,12,2
NOD2-RIPK2 inh,1,-22,-3
NR2F2 inh,-7,14,-3
NCOA3 inh,-10,20,-1
MC4R barr agon,-1.5,2.0,0.5
NCOA2 inhibitor,10,10,8
LMP1 NFkB inh,5,-24,10

Remaining list, next part
17. COc1cc(/C=N/N(C)c2ccccc2)ccc1O
18. CCCOc1ccc(C(=O)Nc2ccc(S(=O)(=O)N3C[C@@H]4C[C@@H](C3)c3cccc(=O)n3C4)cc2)cc1
19. Brc1ccc(CN2CCN(c3ccccc3)CC2)o1
20. CC(=O)c1ccc(S(=O)(=O)N(C)CCCC(=O)N2CCN(c3ncccn3)CC2)cc1
21. CC(C)NC(=O)N(Cc1ccc(Cl)cc1)Cc1cccs1
22. CN1CCC(N(C)C(=O)c2ccc(Cl)c(S(=O)(=O)N3CCCCC3)c2)CC1
23. N#Cc1ccccc1Sc1ccccc1C(=O)N1CCOCC1
24. O=C(Nc1ccccc1Oc1ccccc1)C1=COCCO1
screen / no.,17,18,19,20,21,22,23,24
MC4R antagonist,2,6,3,1,17,5,-1,1
NR5A2 inv ag,-163,9,6,15,-3,-11,-12,2
SRC1 inh,-94,-7,-8,5,-7,-22,7,2
TLR9-MyD88 inh,-10,-12,-10,-16,-6,4,3,-2
ABHD5 PLIN5 PPI,2,1,-3,2,-3,6,-3,-13
NOD2-RIPK2 inh,-5,-1,-3,-10,-5,3,-10,-9
NR2F2 inh,-42,14,-6,-5,25,-4,4,-6
NCOA3 inh,-74,-6,-6,11,21,-7,11,7
MC4R barr agon,0.3,-1.8,0.9,-0.6,2.1,-0.2,1.0,-2.4
NCOA2 inhibitor,-65,20,-14,-4,2,-32,3,23
LMP1 NFkB inh,-42,-33,-2,0,-8,-9,4,-6

25. S=C(Nc1ccc2[nH]ccc2c1)NC1CCCCC1
26. CCOc1ccccc1N1CCN(CC(=O)NC(C)c2ccccc2)CC1 (stereo unspecified)
27. CC(=O)Nc1ccc(S(=O)(=O)N(Cc2cc3ccc(C)cc3[nH]c2=O)CC2CCCO2)cc1 (stereo unspecified)
28. Cc1ccc(Cl)cc1N1CCN(C(=O)c2noc(C(C)C)c2[N+](=O)[O-])CC1
29. CC(=O)N1N=C(N)SC1c1cccc([N+](=O)[O-])c1 (stereo unspecified)
30. COc1ccc(Cc2nnc(NC(=O)c3c(-c4ccccc4)noc3C)s2)cc1OC
31. CC[C@@H](NC(=O)[C@@H](Cc1ccccc1)NC(=O)CC[C@H]1O[C@@H](n2ccc(=O)[nH]c2=O)[C@H](O)[C@@H]1O)c1ccccc1
32. Cc1ccccc1OC(=O)c1cccc(S(=O)(=O)N2CCN(C)CC2)c1
screen / no.,25,26,27,28,29,30,31,32
MC4R antagonist,1,9,4,9,-1,12,x,2
NR5A2 inv ag,-103,-21,3,-5,6,27,5,-6
SRC1 inh,-119,25,-21,-38,-4,11,1,-5
TLR9-MyD88 inh,-4,-13,4,0,-11,-7,x,4
ABHD5 PLIN5 PPI,3,3,-2,3,1,0,0,10
NOD2-RIPK2 inh,-6,-7,-2,0,11,3,10,-8
NR2F2 inh,-25,31,6,-5,4,-1,-34,-10
NCOA3 inh,-59,6,20,3,3,-7,-4,-16
MC4R barr agon,-0.3,-1.7,-1.0,0.7,-2.1,0.2,x,0.4
NCOA2 inhibitor,-58,7,9,20,-5,-16,5,0
LMP1 NFkB inh,-35,-1,-5,-8,-1,9,x,-4

33. O=C(O)/C=C\c1cccc(-n2cnnn2)c1
34. FC(F)(F)c1nnc2n1N=C(c1cccs1)CS2
35. COc1ccc(C2CC(=O)Oc3cc(C)cc(C)c32)cc1 (stereo unspecified)
36. Cc1cc(C)cc(NC(=O)N2CCCN(Cc3c(F)cccc3Cl)CC2)c1
37. Cc1cc(C)nc(NC(=O)c2ccccc2O)n1
38. Cc1ccc(S(=O)(=O)NCCc2cc3ccc(C)cc3[nH]c2=O)cc1
39. COc1ccc(C)cc1NC(=O)C(NCC(O)c1ccccc1)c1ccccc1 (stereo unspecified)
40. O=C(c1cc2ccccc2o1)N1CCN(c2cccc(C(F)(F)F)c2)CC1
screen / no.,33,34,35,36,37,38,39,40
MC4R antagonist,3,2,12,10,0,16,8,-1
NR5A2 inv ag,14,4,-52,-10,28,-5,10,18
SRC1 inh,-5,3,-2,-7,17,8,-14,9
TLR9-MyD88 inh,-4,-2,2,-8,-2,-3,3,0
ABHD5 PLIN5 PPI,5,-2,-8,11,4,8,-3,4
NOD2-RIPK2 inh,-14,-11,-10,-4,-5,2,2,-1
NR2F2 inh,0,10,10,10,-5,-1,14,12
NCOA3 inh,1,1,0,13,-8,-3,3,11
MC4R barr agon,-2.5,-0.2,-0.6,0.9,-0.4,2.0,0.2,-2.3
NCOA2 inhibitor,-22,11,-4,12,-12,1,-36,-24
LMP1 NFkB inh,6,0,2,4,2,3,-1,-4

41. COc1cc(C(=O)Nc2ccc(O)cc2C(=O)O)ccc1OC(C)=O
42. O=S(=O)(c1ccc(Br)cc1F)N1CCCCC1CCO (stereo unspecified)
43. CCc1nc2ccc(C(=O)NCCCn3ccnc3)cn2c1N(CC)CCOC
44. C=CCOC(=O)C1=C[C@@H](c2ccc(C(F)(F)F)cc2)C[C@@H](OCc2ccc(CO)cc2)O1
45. CCN(CC(=O)N1CCCC1)S(=O)(=O)c1ccc(F)cc1
46. CC(C)CC1C(=O)N(Cc2cn(Cc3ccco3)nn2)CCS(=O)(=O)N1Cc1ccc(-c2ccncc2)cc1 (stereo unspecified)
47. CN(CCc1ccccc1)C(=O)c1ccc(NC(=O)Cc2cccc(NC(=O)C3CCN(C(=O)C4CCCC4)CC3)c2)cc1
48. C[C@H](NC(=O)c1nc[nH]c1C(=O)NC(c1ccccc1)c1ccccc1)C(=O)OC(C)(C)C
screen / no.,41,42,43,44,45,46,47,48
MC4R antagonist,2,-6,5,-2,-5,13,-8,0
NR5A2 inv ag,5,5,-30,9,6,-5,-2,-6
SRC1 inh,10,6,-5,-1,5,-8,4,-4
TLR9-MyD88 inh,-4,6,x,-4,0,2,-21,-2
ABHD5 PLIN5 PPI,-3,-3,-8,-6,-2,-4,4,-9
NOD2-RIPK2 inh,-15,-2,-2,-6,-6,-6,-14,-9
NR2F2 inh,7,-18,-12,19,7,7,8,-8
NCOA3 inh,5,10,-6,10,-22,-2,-4,8
MC4R barr agon,-0.7,-1.2,1.4,0.8,-1.6,0.3,1.4,0.2
NCOA2 inhibitor,25,3,0,0,12,-8,6,-9
LMP1 NFkB inh,0,-7,x,-5,7,-16,-9,11

49. CCn1c(CC(=O)Nc2ccccc2F)nnc1SCC(=O)NC1CCCC1
50. Fc1ccccc1N1CCN(c2ncnc3nc[nH]c23)CC1
51. O=C(NC1CCCCC1)C1(S(=O)(=O)c2ccc(Cl)cc2)CC1
52. Cc1oc2c(c1C(=O)c1ccccc1)C(=O)C(=O)c1ccccc1-2
53. O=C(O)c1ccc2c(=O)n3c(nc2c1)/C(=C/c1ccc(Cl)c(Cl)c1)CC3
screen / no.,49,50,51,52,53
MC4R antagonist,9,21,11,-10,9
NR5A2 inv ag,7,-9,13,16,20
SRC1 inh,-8,-5,20,-16,-15
TLR9-MyD88 inh,1,6,10,2,-3
ABHD5 PLIN5 PPI,4,-1,8,-14,7
NOD2-RIPK2 inh,-1,-12,3,-2,-8
NR2F2 inh,5,-24,1,-31,-6
NCOA3 inh,1,-7,-1,-39,7
MC4R barr agon,-3.2,0.7,-0.5,3.2,0.0
NCOA2 inhibitor,-35,-27,-5,63*,-17
LMP1 NFkB inh,-8,2,-16,94*,-5
